hIAP inh: human IAP inhibition; purified IAP, CDP-Star luminescence, 30 min; 330,000 compounds, 0.12% hits; AID 2544; inhibition, % at 10 µM; P09923;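 active = inhibition reaching a set limit with compound at 10 µM in the primary screen, cut at about 35% in these data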;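 also: plate controls were DMSO wells with enzyme for no effect and no-enzyme buffer wells for full effect; values of inactives mirror those of a sister screen read the other way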
Target sequence (P09923 whole entry, looked up): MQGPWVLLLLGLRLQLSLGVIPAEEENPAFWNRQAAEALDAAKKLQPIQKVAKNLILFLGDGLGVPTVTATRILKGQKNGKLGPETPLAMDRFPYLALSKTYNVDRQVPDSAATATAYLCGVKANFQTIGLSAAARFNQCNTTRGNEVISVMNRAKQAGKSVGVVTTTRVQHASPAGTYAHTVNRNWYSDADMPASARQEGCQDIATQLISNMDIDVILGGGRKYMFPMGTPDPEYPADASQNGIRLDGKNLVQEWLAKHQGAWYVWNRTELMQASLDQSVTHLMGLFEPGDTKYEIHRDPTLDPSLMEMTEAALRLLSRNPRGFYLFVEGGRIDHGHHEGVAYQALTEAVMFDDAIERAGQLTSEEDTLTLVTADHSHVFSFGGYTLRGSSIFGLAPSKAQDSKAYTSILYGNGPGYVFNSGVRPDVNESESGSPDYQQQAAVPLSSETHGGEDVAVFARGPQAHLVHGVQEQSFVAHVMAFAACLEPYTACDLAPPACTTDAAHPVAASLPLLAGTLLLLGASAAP
NLRP3 yeast inh: NALP3 inhibition in yeast; inhibition, % at 10 µM; AID 2825; 330,000 compounds, 0.39% hits; Yeast reconstituted NLRP3/ASC/caspase-1, beta-gal luminescence, 24 h;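 active = inhibition of 50% or more; inactive = inhibition below 50%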;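 also: plate controls were induced DMSO wells for no effect and uninduced yeast grown without galactose for full effect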
A3A deaminase: inhibitors of human APOBEC3A DNA deaminase; recombinant A3A, FAM/TAMRA ssDNA deamination fluorescence; inhibition, % at 20 µM; 330,000 compounds, 0.41% hits; AID 493011;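 active = at least 40% inhibition at 20 µM here, with at most 30% in a related deaminase screen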;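 also: plate controls were A3A with DMSO for no effect and wells lacking A3A enzyme for full effect; some results filed as inactive read as strong as hits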
Target sequence (P31941 whole entry, looked up): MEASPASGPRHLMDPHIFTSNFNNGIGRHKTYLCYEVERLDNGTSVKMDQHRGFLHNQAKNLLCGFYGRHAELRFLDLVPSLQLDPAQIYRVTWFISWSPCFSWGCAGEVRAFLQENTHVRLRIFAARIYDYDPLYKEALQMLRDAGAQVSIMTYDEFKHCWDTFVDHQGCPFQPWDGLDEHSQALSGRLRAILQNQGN
mIAP act: increases mouse intestinal alkaline phosphatase activity; AID 2805; 330,000 compounds, 0.24% hits; activation factor at 10 µM; muIAP, CDP-Star luminescence, 30 min; stronger effect = higher value; 1 = vehicle-only enzyme signal, 0 = enzyme-free wells;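 active = activation factor of at least 2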; also: the source names both 10 and 20 µM as test concentration; values of inactives mirror those of a sister screen read the other way
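also added = chemiluminescent substrate CDP-Star | test system = mouse IAP enzyme | signal = chemiluminescence readout | compound = DMSO-dissolved test compounds | incubation = 30 min at room temperature | benchmarks = DMSO wells, no-enzyme wells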
MIN6 prolif: MIN6 beta-cell proliferation induction. MIN6 cells proliferation, ATPlite luminescence, 48 h; cells starved in 0.2% serum; 100% = growth in 10% serum. proliferation, % at 10 µM. 330,000 compounds, 0.29% hits;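 active = compounds whose signal lies at least 3.5 SD above the mean of all wells on their plate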;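 also: 0% = DMSO-treated cells in low-serum medium and 100% = 10% serum control; some compounds called inactive have numbers as strong as hits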
TIM10 inh: growth inhibitors of TIM10 yeast strain; S. cerevisiae TIM10 strain growth, BacTiter-Glo luminescence, 24 h; inhibition, % at 10 µM; 330,000 compounds, 1.4% hits;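 active = inhibition of 40% or more at the single tested concentration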;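 also: wild-type TIM10 isogenic control strain grown at permissive 25 °C; 0% = DMSO yeast wells and 100% = minimal medium wells without yeast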
APOBEC3G inh: blocks human APOBEC3G single-stranded DNA deamination; Q9HC16; recombinant A3G, ssDNA deamination FAM/TAMRA fluorescence; inhibition, % at 20 µM; 330,000 compounds, 0.28% hits;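 active = inhibition of at least 40% at 20 µM, with no more than 30% in the related APOBEC3A deaminase screen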;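 also: plate controls were DMSO wells with A3G for no effect and wells lacking A3G enzyme for full effect; some compounds called inactive have numbers as strong as hits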
mIAP inh: mouse IAP inhibition; purified mouse IAP, CDP-Star luminescence, 30 min; inhibition, % at 10 µM; 330,000 compounds, 0.2% hits; AID 2806;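 active = inhibition of at least 40% at 10 µM in the primary screen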;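 also: plate controls were DMSO with enzyme for no effect and no enzyme wells for full effect; values of inactives mirror those of a sister screen read the other way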
tim10-1 inh: inhibits growth of tim10-1 mutant yeast; S. cerevisiae tim10-1 ts strain growth, BacTiter-Glo, 24 h; inhibition, % at 20 µM; 330,000 compounds, 2.2% hits; AID 463190;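 active = inhibition of at least 40%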;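 also: mutant grown at 25 °C; 0% = DMSO wells with yeast and 100% = wells holding no yeast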
* hit, by the source's call.

The line under a structure holds: APOBEC3G inh	NLRP3 yeast inh	mIAP act	MIN6 prolif	TIM10 inh	A3A deaminase	mIAP inh	tim10-1 inh	hIAP inh
Cc1ccc(C)c(CN2C(=O)CSc3ccc(C(=O)NCC(C)CN4CCC(C)CC4)cc32)c1 (stereo not given)
  -6	5	1.1	0	19	-2	-5	27	1
Cn1nnnc1SCC(=O)Nc1cccc(S(=O)(=O)N2CCCC2)c1
  -6	11	1	-2	0	5	-2	-5	-2
CC(C)CCN(C)C1CCN(S(=O)(=O)c2ccc(F)cc2)CC1
  -10	11	1	-1	-10	-2	0	-28	22
Cc1ccccc1NC(=O)CN1C(=O)S/C(=C\c2ccc(-c3cc(C(=O)O)ccc3C)o2)C1=O
  -5	1	0.82	0	15	12	18	-4	6
C=CCN1C(=O)N(c2ccccc2)C(=O)C1CC(=O)Nc1ccc(OC)cc1 (stereo not given)
  -2	10	0.94	-4	4	-3	6	14	-32
COc1ccc(/C=C/c2c([N+](=O)[O-])c(=O)n(C)c(=O)n2C)c(OC)c1OC
  -5	-4	1	1	5	1	0	16	4
Cn1c(NCc2ccc(Cl)cc2)nc2ccccc21
  -2	14	1	0	5	0	-4	6	-4
COC(=O)C1C2C=CC3(CN(C4CCCC4)C(=O)C13)O2 (stereo not given)
  -8	9	1.1	0	1	-4	-13	5	0
COc1cc2c(cc1OC)C(C)N(C(=O)c1nccnc1C(=O)O)CC2 (stereo not given)
  -6	-1	1.1	-2	-16	-1	-7	-20	-26
CCOC(=O)C1=C(C)N2C(=C(C#N)[C@@H]1c1ccc(C(=O)OC)cc1)SC[C@@]2(O)C(C)(C)C
  -4	20	0.89	-6	11	-1	11	23	6
CCOC(=O)N1CCC(c2cc(=O)n3[nH]c(-c4ccccc4)cc3n2)CC1
  -14	23	0.95	-4	4	-4	5	-4	-14
COC(=O)c1ccc2c(=O)n(NC(=O)C(c3ccccc3)c3ccccc3)c(=S)[nH]c2c1
  -2	15	0.91	-3	-5	-1	10	16	-11
Cc1cc(C)nc(SCC(=O)Nc2ccc(N3CCOCC3)c(Cl)c2)n1
  0	8	1.2	-2	-3	2	-16	5	1
O=C1CCN(C(=O)/C=C/c2ccccc2)c2ccccc21
  -2	16	0.96	-2	8	1	4	21	4
COc1cc(OC)cc(C(=O)NCc2cc(C)nc3ccccc23)c1
  -7	8	0.96	-1	4	-2	4	1	-17
O=C(NCCCN1CCCC1=O)c1ccc(CNS(=O)(=O)c2ccc(F)cc2)cc1
  -4	1	1	-2	2	-5	-1	-4	-8
Cc1cc(C)n2ncnc2n1
  -5	-6	1.1	-3	5	0	-7	8	3
N=C(CC1CC(=O)NC(=O)C1)C1=C(O)CCCC1=O
  -6	7	0.97	-2	5	4	3	-21	1
Cc1cc(C)n(C(=O)CNC(=O)C(c2ccccc2)c2ccccc2)n1
  -8	10	0.92	-1	12	-1	8	22	-5
CC(/C=N/N1CCN(Cc2ccccc2)CC1)=C\c1ccccc1
  -7	13	1.1	-3	10	-3	-5	10	-2
CC1CC(C)CN(CCOc2ccccc2-c2ccccc2)C1 (stereo not given)
  -5	24	1	-5	-7	-3	-2	-20	3
CC(=O)C(Cc1cccc(F)c1)(Cc1cccc(F)c1)C(C)=O
  -6	-1	0.93	1	-10	-2	7	-22	5
CCOC(=O)C1CCCN(C(=O)c2ccc3c(c2)OCO3)C1 (stereo not given)
  -1	2	0.98	-1	0	-2	2	9	15
COc1cccc(OCCNC(=O)c2ccccc2Sc2ccccc2C#N)c1
  -11	4	1.2	0	-30	-2	-15	-9	5
COc1ccccc1CCCNC(=O)C1CCC(=O)N(CCN2CCOCC2)C1 (stereo not given)
  -3	0	0.95	1	4	-2	5	-10	-8
Cc1cccc(NC(=O)NCc2ccc3c(c2)cc(C)n3C)c1
  -5	20	0.84	3	-5	-1	16	7	22
CCOC(=O)C1CC(c2ccccc2)=NNC1=O (stereo not given)
  -3	-3	0.98	-2	-5	-3	2	-5	5
O=C(Cc1ccccc1)NCc1ccncc1
  -16	8	0.98	-1	0	0	2	2	10
CC(NC(=O)c1ccccc1Cl)c1ccc(-n2ccnc2)cc1 (stereo not given)
  -11	9	1	-3	-10	-1	-1	-6	-31
Cc1ccccc1OCC(=O)Nc1ccc2[nH]ncc2c1
  2	15	0.93	0	1	-3	7	16	5
O=C(COC(=O)c1ccc(Cl)nc1)NNC(=O)c1ccc(Br)cc1
  -5	21	0.92	-4	-10	-2	8	-25	7
O=C(O)C1CCCCC1C(=O)NCCc1cccc(Cl)c1 (stereo not given)
  5	9	1.1	-1	-6	3	-9	4	8
COc1ccccc1CNS(=O)(=O)c1cccc(S(=O)(=O)N2CCOCC2)c1
  -3	4	1	-1	10	-2	0	15	4
COc1cccc(C2c3c(oc4ccc(Cl)cc4c3=O)C(=O)N2c2cc(C)on2)c1OC (stereo not given)
  -2	32	0.91	-2	-4	2	9	10	9
O=C(c1cc(COc2ccc3c(c2)CCCC3)on1)N1CCCC1
  -3	27	1.1	-2	3	5	-9	10	-25
Cc1ccc(S(=O)(=O)N2CCCCC2)c2nsnc12
  -7	10	0.89	0	-7	1	11	5	7
COc1ccccc1CN(Cc1cc2cc(C)cc(C)c2[nH]c1=O)Cc1nnnn1CC1CCCO1 (stereo not given)
  -4	2	1.1	-2	5	-4	-6	4	-22
CC(Oc1ccccc1)C(=O)Nc1c2c(nn1-c1ccccc1)CS(=O)(=O)C2 (stereo not given)
  -10	-5	1	0	0	-2	-2	9	-31
Nc1ccc2nn(-c3ccc(Cl)cc3)nc2c1
  -5	26	0.99	-4	30	-1	1	11	-2
CC(C)c1cccc(OCC(=O)Nc2ccc(S(=O)(=O)Nc3ccccn3)cc2)c1
  -5	-5	1.1	-2	-11	0	-5	7	-19
O=C1OCc2ccc(NC(=O)C3CCCCC3)cc21
  -9	-4	0.95	-3	7	-6	5	12	-15
O=C(NC(Cc1ccccc1)C(=O)O)c1ccccc1 (stereo not given)
  -8	14	1	-3	2	-3	-3	17	5
N#Cc1cnc(SCC(=O)NNC(=O)COc2cccc3ccccc23)nc1N
  -3	-3	0.9	0	-25	2	10	3	-10
CCOc1ccc(N(CC)C(=O)c2cn(CC)c(=O)c3cc(OC)c(OC)cc23)cc1
  -3	14	1	-3	-16	-2	-3	14	8
O=C1CCCCCN1CP(=O)(O)CCc1ccccc1
  -4	3	1.1	0	-12	2	-10	-1	-7
O=C(CSc1ncccn1)Nc1ccc(S(=O)(=O)N2CCCCC2)cc1
  1	4	1	-2	13	0	0	23	6
Cc1ccc(S(=O)(=O)n2ccc3c(OCCOCCSCC(NC(=O)OC(C)(C)C)C(=O)O)cccc32)cc1 (stereo not given)
  -7	18	0.9	-2	-11	-2	10	7	4
O=C(CSc1nc2ccccc2[nH]1)NCc1ccc(F)cc1
  -4	-5	0.97	-2	-23	-3	3	13	-17
C=CCN(c1ccccc1)S(=O)(=O)c1cccc(C(=O)N2CC(C)CC(C)C2)c1 (stereo not given)
  -9	14	1	-4	18	-5	0	24	-7
CCOC(=O)C(CC)n1nc(C)n2c(cc3occc32)c1=O (stereo not given)
  -7	8	0.94	0	-13	-6	6	6	-18

2 entries from above, set out differently.
SMILES	APOBEC3G inh	NLRP3 yeast inh	mIAP act	MIN6 prolif	TIM10 inh	A3A deaminase	mIAP inh	tim10-1 inh	hIAP inh
O=C1OCc2ccc(NC(=O)C3CCCCC3)cc21	-9	-4	0.95	-3	7	-6	5	12	-15
O=C(NC(Cc1ccccc1)C(=O)O)c1ccccc1 (stereo not given)	-8	14	1	-3	2	-3	-3	17	5

Next part:
The line under a structure holds: APOBEC3G inh	NLRP3 yeast inh	mIAP act	MIN6 prolif	TIM10 inh	A3A deaminase	mIAP inh	tim10-1 inh	hIAP inh
S=c1[nH]c2ncccc2o1
  -3	8	0.98	1	3	-1	2	2	-6
Clc1ccc(-c2cn3c(n2)CCC3)cc1
  -5	19	0.93	-3	1	1	8	-5	10
CCN(c1ccccc1)S(=O)(=O)c1cccc(C(=O)NCC(c2ccco2)N2CCCC2)c1 (stereo not given)
  -10	8	1	-4	9	0	-2	-11	-16
CC(C)(C)[C@@H]1COC(=O)[C@H](Cc2ccc(F)cc2)C/C=C\C[C@H](CC(=O)N(CCO)Cc2ccccc2)C(=O)N1
  -7	21	0.97	-3	5	-2	3	14	-1
CC(C)NS(=O)(=O)c1ccc(NC(=S)NC(=O)c2ccc(-c3ccccc3)cc2)cc1
  -3	31	0.82	-2	3	0	18	29	12
COc1c2c(nc3ccccc13)OC(C(C)(O)CO)C2 (stereo not given)
  0	-10	1	-4	-4	1	-1	-9	14
CCCCN(C)C(=O)c1cn(C)c2ccc(S(=O)(=O)N(C)C)cc2c1=O
  -4	8	0.9	-2	7	-1	10	8	-3
O=C(c1ccc(Cl)c(S(=O)(=O)N2CCOCC2)c1)N(Cc1nnc(-c2ccccc2Cl)o1)C1CC1
  -2	17	1	-2	19	-1	-1	11	-13
CN1CCN(c2nc(-c3cc4ccccc4o3)cs2)CC1
  -5	7	0.96	-3	14	-2	4	25	10
CCCCCOc1ccc(NC(=O)C(=O)NCCC2=CCCCC2)cc1
  -7	0	1	-4	-4	-11	0	12	5
CC1CN(C(=O)COC(=O)c2cccc(NS(=O)(=O)c3ccccc3)c2)CC(C)O1 (stereo not given)
  -9	13	1	-4	0	9	0	11	-6
CN(CC(=O)Nc1cc(Cl)cc(Cl)c1)Cc1cccs1
  -10	20	1	0	17	-3	-3	33	2
COC(=O)c1ccc(NC2CC(=O)N(c3ccccc3C)C2=O)cc1 (stereo not given)
  -5	-2	1	-1	-1	-3	-1	-2	6
CSc1nnc2c(n1)[nH]c1c(C)cccc12
  5	36	1	-3	-16	5	-1	-10	9
CCCCn1cnc2sc3c(c2c1=N)CCCC3
  -2	3	0.95	-2	3	0	4	10	16
O=C1CSC(c2ccccc2)N1c1ccccc1F (stereo not given)
  -6	-2	0.97	1	3	-2	3	-10	16
O=C(CNC1CCCCCC1)Nc1ccc(N2CCCC2)cc1
  -8	8	0.94	-2	10	-8	6	12	6
CC(C)c1ccc(OCc2nnc(SCC(=O)N3CCCCC3)o2)cc1
  6	30	1	-3	4	3	-4	20	-8
CC(=O)Nc1cc(-c2ccccc2)nn1Cc1ccc(Cl)cc1
  -1	9	1.1	-2	6	-2	-14	-7	-41
CCOc1ccccc1OCCC(=O)Nc1ccc2c(c1)OCO2
  -3	28	1	5	-2	-1	-2	-6	2
Cc1ccc(C)c(C(=O)CSc2nc(C)cc(=O)[nH]2)c1
  -6	21	1	2	-15	-4	-1	1	10
COc1cccc(OCc2cc(C(=O)N(C)C3CC(C)(C)NC(C)(C)C3)no2)c1
  -7	-1	0.95	-3	3	-2	5	9	-32
CCOC(=O)N1CCC(=NNc2ncc(C(F)(F)F)cc2Cl)CC1
  -13	-11	0.9	2	16	-3	10	13	3
O=c1[nH]c([N+](=O)[O-])nn1C(c1ccccc1)c1ccccc1
  -2	14	0.97	4	6	-3	3	27	12
CC(c1ccccc1)C(CC(=O)O)C(=O)Nc1ccc(Cl)c(Cl)c1 (stereo not given)
  -4	18	1.1	-1	3	-5	-7	20	-16
CCOc1ccc(CN(C)CC(=O)Nc2cc(OC)c([N+](=O)[O-])cc2C)cc1
  -2	17	0.92	0	17	-2	8	2	11
